PAFAH1B2 FP inh: inhibitors of human PAFAH1B2 | hit rate 1.2% among 340,000 | AID 492953 | inhibition, % at 3.39 µM | P68402 | recombinant PAFAH1B2, FP-rhodamine activity probe, fluorescence polarization;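 active = inhibition above the mean of all tested compounds plus 3 SD, cut at about 24% in these data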;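 also: 0% = enzyme with DMSO and 100% = wells lacking PAFAH1B2; many of its hits are not listed in these tables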
GSTO1 counter: blocks human GSTO1 in RBBP9 counter-screen | hit rate 1.1% among 300,000 | inhibition, % at 5.96 µM | P78417 | recombinant GSTO1, activity-based probe fluorescence polarization;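 active = inhibition above the campaign mean inhibition plus 3 SD, cut at about 35% in these data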;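 also: 0% = GSTO1-1 with DMSO and 100% = wells lacking GSTO1-1 enzyme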
Target sequence (P78417 whole entry, looked up): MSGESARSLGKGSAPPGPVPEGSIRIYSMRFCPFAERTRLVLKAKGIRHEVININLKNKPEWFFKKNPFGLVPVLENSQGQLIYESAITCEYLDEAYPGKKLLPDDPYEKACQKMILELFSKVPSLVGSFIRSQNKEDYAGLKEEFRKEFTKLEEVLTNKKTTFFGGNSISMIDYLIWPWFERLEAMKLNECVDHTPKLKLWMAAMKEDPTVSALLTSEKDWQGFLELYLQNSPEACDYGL
LYPLA1 counter: LYPLA1 (human) inhibition in PME1 counter-screen; inhibition, % at 5.9 µM; recombinant LYPLA1, FP-Rh probe fluorescence polarization; O75608; AID 2174; hit rate 0.16% among 320,000;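 active = inhibition above the mean of all tested compounds plus 3 SD, set per campaign, cut at about 14% in these data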;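 also: inhibitors block serine hydrolase probe labeling of LYPLA1 so polarization falls; 0% = enzyme with DMSO and 100% = wells lacking LYPLA1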
LYPLA2 counter: counter-screen for PME1 inhibitors: inhibitors of human LYPLA2. inhibition, % at 5.9 µM. hit rate 0.38% among 320,000. recombinant LYPLA2, FP-Rh probe fluorescence polarization;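 active = inhibition above the screen-wide mean plus 3 SD, limit set per campaign, cut at about 26% in these data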;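 also: 0% = LYPLA2 with DMSO and 100% = wells lacking LYPLA2 enzyme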
Target sequence (O95372 whole entry, looked up): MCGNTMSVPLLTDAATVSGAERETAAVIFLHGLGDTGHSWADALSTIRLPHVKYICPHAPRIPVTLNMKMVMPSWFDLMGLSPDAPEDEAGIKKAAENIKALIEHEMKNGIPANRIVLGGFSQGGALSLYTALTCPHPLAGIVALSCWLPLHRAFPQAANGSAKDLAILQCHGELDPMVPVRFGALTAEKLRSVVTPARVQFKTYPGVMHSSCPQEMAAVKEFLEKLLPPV
PAFAH2 inh: PAFAH2 (human) inhibition. recombinant PAFAH2, FP-rhodamine activity probe, fluorescence polarization. Q99487. inhibition, % at 3.39 µM. hit rate 0.99% among 340,000;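 active = inhibition above the mean over all tested compounds plus 3 SD, cut at about 30% in these data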;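 also: inhibitors block probe labeling of enzyme so polarization drops; 0% = enzyme with DMSO and 100% = wells lacking PAFAH2 protein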
PAD4 inh: PAD4 (human) enzyme inhibition; Q9UM07; recombinant PAD4, RCA probe fluorescence polarization; inhibition, % at 6.36 µM; hit rate 0.41% among 330,000;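 active = percent inhibition above a cutoff equal to the mean of all tested compounds plus 3 SD, cut at about 15% in these data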;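 also: 0% = PAD4 with RCA probe and DMSO and 100% = probe without PAD4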
PREPL inh: inhibits the human prolyl oligopeptidase-like enzyme; AID 2751; inhibition, % at 5.96 µM; hit rate 0.68% among 320,000; recombinant PREPL, fluorescence polarization activity-based probe; Q4J6C6; in the data active = inhibition above about 43%;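 also: 0% = enzyme with DMSO and 100% = wells lacking enzyme; many of its hits are not listed in these tables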
PAFAH1B3 FP inh: blocks human PAF acetylhydrolase 1B catalytic subunit 3. recombinant PAFAH1B3, FP-rhodamine probe, fluorescence polarization. inhibition, % at 3.39 µM. hit rate 0.28% among 340,000. AID 492972;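 active = inhibition above the screen-wide average of all tested compounds plus 3 SD, cut at about 25% in these data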;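 also: 0% = enzyme with DMSO only and 100% = wells lacking PAFAH1B3 protein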
pPAFAH inh: inhibitors of human plasma PAF acetylhydrolase (pPAFAH); Q13093; recombinant pPAFAH, FP-rhodamine probe fluorescence polarization; inhibition, % at 3.39 µM; hit rate 1.5% among 330,000; AID 463082;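 active = inhibition above the mean inhibition across the screen plus 3 SD, cut at about 25% in these data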;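 also: inhibitors block binding of the rhodamine activity-based probe so polarization drops; 0% = enzyme with DMSO and 100% = wells lacking pPAFAH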
Target sequence (Q13093 whole entry, looked up): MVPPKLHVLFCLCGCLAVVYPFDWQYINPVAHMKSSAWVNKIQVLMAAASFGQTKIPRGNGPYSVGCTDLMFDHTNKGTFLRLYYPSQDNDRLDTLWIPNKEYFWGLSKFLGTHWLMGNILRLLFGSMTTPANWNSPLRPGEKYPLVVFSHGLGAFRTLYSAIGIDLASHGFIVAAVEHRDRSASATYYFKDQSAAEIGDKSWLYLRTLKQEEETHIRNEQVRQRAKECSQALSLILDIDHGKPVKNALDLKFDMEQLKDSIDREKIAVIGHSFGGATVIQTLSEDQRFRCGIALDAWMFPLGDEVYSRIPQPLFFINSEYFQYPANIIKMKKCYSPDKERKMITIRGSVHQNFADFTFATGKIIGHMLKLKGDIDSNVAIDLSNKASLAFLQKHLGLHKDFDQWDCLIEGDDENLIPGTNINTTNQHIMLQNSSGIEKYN
Starred values were filed as active, the others as inactive; x = not tested or not shown. Only part of the results is shown; rates above refer to the full screens.

SMILES | PAFAH1B2 FP inh | GSTO1 counter | LYPLA1 counter | LYPLA2 counter | PAFAH2 inh | PAD4 inh | PREPL inh | PAFAH1B3 FP inh | pPAFAH inh
COC(=O)C(C)NC(=O)C1CCCN1C(=O)CNC(=O)OCc1ccccc1 (centres undefined) | 6 | 0 | -5 | -10 | 3 | 3 | -4 | 7 | -2
COCC(C)n1c(C)cc(C(=O)COC(=O)c2ccc(N3CCCC3=O)cc2)c1C (centres undefined) | -1 | 6 | -15 | -5 | 23 | -4 | -7 | -1 | -2
Cc1ccc(-n2c(SCC(=O)N3Cc4ccccc4CC3C(=O)O)nnc2-c2cccnc2)c(C)c1 (centres undefined) | -2 | 2 | -2 | 6 | 11 | -4 | 2 | 5 | 2
O=C(COC(=O)CC(c1ccccc1)c1ccccc1)Nc1ccc(F)c(F)c1 | x | -1 | -18 | -41 | x | -5 | 10 | x | 11
Cc1cccnc1NC(=O)c1ccc(Cl)c(S(=O)(=O)N2CCCC2)c1 | 6 | 2 | -1 | -3 | 2 | -5 | -5 | 2 | 4
CC(=O)NCCc1ccc(S(=O)(=O)Nc2cccnc2)cc1 | 2 | -3 | 0 | 3 | 0 | -5 | 2 | 6 | -2
COc1ccc(S(=O)(=O)N(Cc2cc3cc(C)ccc3[nH]c2=O)CC2CCCO2)cc1 (centres undefined) | 9 | -2 | 1 | 0 | -5 | 0 | 10 | 8 | 0
O=C(COc1ccc(S(=O)(=O)N2CCOCC2)cc1Cl)NC1CCCCC1 | -2 | 0 | -2 | 6 | -1 | 0 | 2 | -3 | 7
COc1ccc(C(=O)OCC(=O)c2ccc(Cl)s2)c(OC)c1OC | 6 | 3 | -3 | 6 | 66* | 2 | 14 | -5 | 3
CCCN(CC1CCCO1)C(=O)c1cc(COc2ccc(F)cc2F)on1 (centres undefined) | 5 | 5 | 0 | 3 | 2 | 3 | 21 | 15 | 1
Cc1csc(NC(=O)Cc2nn(C)c(=O)c3ccccc23)n1 | 1 | 6 | -4 | 6 | 3 | 8 | 2 | -3 | 1
COc1ccc(CCC(=O)Nc2ccc(-c3noc(-c4ccc(OC)c(OC)c4)n3)cc2)cc1 | 0 | -4 | -5 | -10 | -6 | 2 | -8 | -6 | 3
CCN(CC(=O)Nc1ccc(N2CCOCC2)cc1)Cc1nc2ccccc2c(=O)[nH]1 | 4 | -4 | -1 | -6 | 1 | -5 | 0 | 0 | 5
Cc1cc(=O)n2ncnc2n1COCCO | 3 | 0 | 2 | 3 | 1 | -1 | 11 | 4 | 2
S=C(NCc1ccco1)NCC(c1ccco1)N1CCCCC1 (centres undefined) | 5 | 6 | 1 | 1 | 1 | -2 | -2 | 10 | -1
O=C(C[C@@H]1C/C=C\C[C@@H](Cc2ccc(F)cc2)C(=O)OC[C@@H](Cc2ccccc2)NC1=O)N[C@H](CO)Cc1ccccc1 | 4 | x | x | x | 7 | 2 | 29 | 10 | 0
C=CCN(c1ccc(C(N)=O)cc1)S(C)(=O)=O | 5 | 6 | -5 | -4 | -2 | -4 | -9 | 2 | 1
CC(=O)c1c(C)nc(Nc2nc3ccccc3s2)nc1C | x | 0 | -2 | 4 | x | 0 | 1 | x | -4
O=C(CCN1C(=O)COc2ccccc21)N1CCN(c2ccccn2)CC1 | -1 | 8 | -2 | -5 | 6 | 5 | 9 | 16 | 2
Cc1cc(=O)[nH]c(NN=C2C3CC4CC(C3)CC2C4)n1 | 5 | 20 | -1 | 5 | 2 | 0 | 24 | 7 | 7
CCN(CC)S(=O)(=O)c1ccc(C(=O)OCCN2C(=O)CCC2=O)cc1 | -1 | 2 | 1 | 3 | 0 | -1 | 8 | 4 | 3
CC(C)(C)C(=O)c1sc(Nc2ccccc2)nc1N | 4 | 2 | 2 | 3 | 5 | 5 | 1 | 10 | 21
O=[N+]([O-])c1ccc(O)c(Nc2c([N+](=O)[O-])ccc3nonc23)c1 | 6 | 6 | -2 | 7 | -3 | -4 | 1 | 9 | 14
O=C(c1ccco1)N1CCN(c2ccc(Cl)c(Cl)c2)CC1 | 4 | 5 | 5 | 4 | 2 | 2 | 35 | 1 | 8
COc1cccc2c1c(NC(=O)Nc1ccc(F)cc1F)nn2C | 2 | -6 | -2 | -4 | 2 | -3 | 1 | 6 | -4

Structural class, the entries above with a furan ring, fused or not.
SMILES | PAFAH1B2 FP inh | GSTO1 counter | LYPLA1 counter | LYPLA2 counter | PAFAH2 inh | PAD4 inh | PREPL inh | PAFAH1B3 FP inh | pPAFAH inh
S=C(NCc1ccco1)NCC(c1ccco1)N1CCCCC1 (centres undefined) | 5 | 6 | 1 | 1 | 1 | -2 | -2 | 10 | -1
O=C(c1ccco1)N1CCN(c2ccc(Cl)c(Cl)c2)CC1 | 4 | 5 | 5 | 4 | 2 | 2 | 35 | 1 | 8

Remaining list, next part:
SMILES | PAFAH1B2 FP inh | GSTO1 counter | LYPLA1 counter | LYPLA2 counter | PAFAH2 inh | PAD4 inh | PREPL inh | PAFAH1B3 FP inh | pPAFAH inh
CCc1nc(SCC(=O)OC)c2c3c(sc2n1)COC(C)(C)C3 | 6 | -8 | -3 | -1 | -3 | -1 | -6 | 2 | 6
O=C(c1ccc2c(c1)N(Cc1ccc(F)cc1)CCS2)N1CCOCC1 | 7 | -3 | 1 | 1 | -3 | 1 | 35 | 8 | 11
Nc1nonc1-c1nc2ccccc2n1CC(=O)O | 3 | 5 | 0 | -1 | -2 | 0 | 9 | 1 | 6
Cc1ccc(NC(=O)CSc2ccc3c(c2)OCCO3)c(O)c1 | 3 | 0 | 1 | -5 | 11 | 0 | -14 | -8 | 7
CCCN(CC(=O)Nc1ccccc1C)C(=O)C1CC(=O)N(c2ccc(CC)cc2)C1 (centres undefined) | 6 | x | -3 | 3 | 3 | 0 | 22 | 8 | -2
CCOC(=O)c1cc(S(=O)(=O)NC2CCN(C(=O)OCC)CC2)cn1C | -1 | 9 | -3 | -3 | 13 | 1 | -2 | 7 | -2
CC(C)NC(=O)N(C)C[C@H]1Oc2ccc(NC(=O)CCC(F)(F)F)cc2C(=O)N([C@H](C)CO)C[C@@H]1C | 9 | x | x | x | 1 | 1 | 4 | 8 | 4
COc1ccccc1-c1coc2c(CN3CCC(C)CC3)c(O)ccc2c1=O | -3 | 2 | -1 | -1 | 0 | -2 | 9 | 7 | -5
Oc1ccc(/C=N/Nc2cc(N3CCOCC3)nc(N3CCOCC3)n2)cc1 | 0 | 31 | -3 | 3 | 0 | -9 | 29 | 1 | -5
COc1ccc(Cl)cc1C(=O)NCCc1ccc(S(=O)(=O)NC(=O)NC2CCCCC2)cc1 | 6 | 2 | -3 | 1 | -1 | -7 | 2 | 2 | 3
CCCCCCSc1ccc([C@@H]2[C@H]3C(=O)N(CC)C(=O)[C@H]3[C@]3(C(=O)OC)CCCCN23)cc1 | 7 | x | x | x | -4 | 2 | -9 | 0 | 7
C[n+]1c(/C=C/c2ccc3c(c2)OCO3)ccc2ccccc21 | 1 | 6 | -3 | -2 | 1 | -3 | 10 | -2 | 2
CCc1nc2cc(CC(=O)O)ccc2o1 | 0 | -6 | 2 | 4 | -8 | -2 | 11 | 3 | 4
O=C(Nc1ccccc1)N1CCSc2ccccc21 | 3 | 3 | 4 | 6 | 6 | -1 | 14 | -1 | 3
Cc1cc[n+](CC(=O)c2cccs2)cc1 | -1 | -1 | -1 | 3 | -6 | 3 | 7 | 0 | 0
Cc1cc(C)c(S(=O)(=O)NCC(=O)NCc2ccccn2)c(C)c1 | 6 | 5 | 0 | -2 | -19 | -4 | 5 | -2 | -5
O=C(Cc1ccc(Cl)cc1)Nc1ccc(S(=O)(=O)Nc2ncccn2)cc1 | 3 | 0 | 0 | 3 | 4 | 0 | -1 | -4 | 5
Cc1c(Nc2nc3ccccc3nc2NS(=O)(=O)c2cccs2)c(=O)n(-c2ccccc2)n1C | 7 | 0 | 0 | 1 | -2 | -1 | 10 | 3 | 1
CCC1CCCCN1CCCNC(=O)C1CCN(S(=O)(=O)N2CCC3(CC2)OCCO3)CC1 (centres undefined) | 2 | 3 | 0 | 4 | -3 | -1 | 3 | 2 | 4
COc1ccc(OCc2nnc(NC(=O)Nc3ccc(F)cc3)s2)cc1 | -12 | -10 | -14 | -33 | -29 | -4 | 1 | -7 | -2
CCOc1ccc(-c2nc(N)ncc2-c2ccc(OC)cc2)c(O)c1 | 4 | 10 | -1 | -3 | 11 | 0 | 12 | 7 | 8
Cc1ccc(C2CC(C(F)(F)F)n3nc(C(=O)NCCN4CCOCC4)cc3N2)cc1 (centres undefined) | 2 | 4 | -4 | -4 | -5 | -1 | -31 | -3 | 10
CCN(CC)S(=O)(=O)c1ccc(N2CCOCC2)c(NC(=O)c2cc([N+](=O)[O-])ccc2Cl)c1 | 2 | -6 | -1 | 18 | 1 | 4 | 0 | 2 | -3
CCC1Oc2ccccc2N(CC(=O)NCCCN2CCCCC2C)C1=O (centres undefined) | 4 | -4 | -1 | -2 | 2 | -9 | 5 | 0 | -10
COC(=O)/C=C(\C)NC(=O)c1ccc(F)cc1 | 3 | 0 | 1 | 3 | 1 | -4 | 10 | -3 | 4
SMILES | PAFAH1B2 FP inh | GSTO1 counter | LYPLA1 counter | LYPLA2 counter | PAFAH2 inh | PAD4 inh | PREPL inh | PAFAH1B3 FP inh | pPAFAH inh
c1ccc(-c2ccc(CN3CCN(c4ncccn4)CC3)cc2)cc1 | -2 | -6 | 1 | 5 | -3 | -1 | 25 | 5 | 1
CCC(C)NC(=O)[C@H]1N2C(=O)c3ccccc3C2SC1(C)C (some centres undefined) | 1 | 12 | -3 | 2 | -5 | 6 | 22 | 8 | 0
CN1c2ccccc2C(O)=C(C(=O)Nc2ccccc2)S1(=O)=O | 3 | -5 | 2 | 24 | -6 | -7 | -2 | 8 | -1
CCOCCCn1c(=S)[nH]c2cc(C(=O)N3CCOCC3)ccc2c1=O | 1 | 2 | 0 | -2 | -1 | 5 | -5 | 7 | -1
CC(c1ccccc1)C1OCC(C[N+]2(C)CCCCC2)O1 (centres undefined) | 2 | -3 | 0 | 5 | 1 | -1 | 1 | 2 | 2
Cc1onc(-c2c(F)cccc2Cl)c1C(=O)NC(=S)NCc1cccnc1 | 3 | 2 | -8 | 0 | 1 | 0 | -8 | 7 | 2
O=C(CN1CCN(CC(=O)Nc2ccc3c(c2)OCO3)CC1)Nc1ccc(F)cc1 | -3 | 9 | -2 | 3 | -3 | -2 | 2 | 9 | 0
O=C(Nc1ccccc1)N1CCC(c2nc(-c3ccc(S(=O)(=O)N4CCOCC4)cc3)no2)CC1 | 1 | -7 | 0 | 8 | 1 | -3 | 7 | 3 | 3
Cc1cc(C)c(NC(=O)Cn2nc(-c3ccccc3)nc2-c2ccccc2)c(C)c1 | 2 | 3 | -3 | 5 | -6 | 3 | -1 | 1 | 2
COc1ccc(C(=O)Nc2ccccc2C(=O)NCc2cccnc2)cc1OC | -3 | 3 | -2 | 9 | 6 | 1 | 7 | 11 | 2
CCCN(CCC)CC(O)COc1ccccc1C(=O)Nc1ccccc1 (centres undefined) | 4 | -6 | 1 | 2 | 3 | -2 | -8 | 3 | -3
Cc1cc(OCC(=O)NC2CC2)c2c(C)cc(=O)oc2c1 | 5 | 3 | 3 | 5 | -1 | -4 | 3 | -6 | 1
O=C1CCC(C(=O)N2CCCC2)CN1Cc1cccc(C(F)(F)F)c1 (centres undefined) | -1 | 3 | 1 | 3 | 2 | -5 | -5 | 9 | 5
CCCn1nc2cc(C(=O)NCc3ccc(C)cc3)ccc2c1OC | -1 | 0 | 3 | 4 | -4 | -9 | 7 | -7 | 6

Source: PubChem BioAssay (The Scripps Research Institute Molecular Screening Center)
